Assay outcomes: PubChem BioAssay, several laboratories
PPC-1+TRAIL kill: kills PPC-1 cancer cells in the presence of TRAIL | PPC-1 cells + TRAIL, ATPLite viability luminescence | cell killing (% activity), % at 4 µM | 0.41% of 220,000 active;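 active = cell killing above 50% in the first pass at 4 µM, then a duplicate retest at 5 µM averaging 50% or more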;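 note: plate controls were cells with TRAIL plus DMSO for no effect and medium-only wells lacking cells for full effect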
NPY1 pot ag: human NPY-Y1 potentiation or agonism, primary screen; P25929; NPY-Y1 expressing cells, potentiator/agonist activation; activation, % at 3.6 µM; 0.37% of 220,000 active; AID 1304; in the data active = activation above about 33%, passing the limit was not always enough;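 note: cells stimulated with NPY at EC10 then isoproterenol at EC100; 0% = low agonist plus stimulus and 100% = saturating agonist plus stimulus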
TRPN1 ag: activates the zebrafish TRPN1 channel; 0.18% of 220,000 active; activation, % at 3 µM; AID 1424; HEK293 zebrafish TRPN1-YFP, Fluo-8 calcium fluorescence; 100% = response to 87 µM carbachol;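 active = activation above its plate's cutoff, the mean activation of test wells on that plate plus 3 SD, cut at about 19% in these data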;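 note: 0% = DMSO alone and 100% = 87 µM carbachol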
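Assay system: Zebrafish TRPN1-YFP in HEK293 cells | Incubation: Dye loading 1 h at 37 °C, then 30 min room temperature | Measured by: Kinetic Fluo-8 fluorescence, ex 470-495, em 515-575 nm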
TRPML3 ag: human mucolipin-3 channel agonism. Q8TDD5. HEK293 TRPML3-YFP, Fluo-8 calcium fluorescence; 100% = the carbachol control signal. activation, % at 3 µM. 0.29% of 220,000 active. AID 1448;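 active = activation above its plate's cutoff, the mean activation of the plate's test wells plus 3 SD, cut at about 12% in these data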;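 note: 0% = DMSO only wells and 100% = carbachol wells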
Target sequence (Q8TDD5 whole entry, looked up): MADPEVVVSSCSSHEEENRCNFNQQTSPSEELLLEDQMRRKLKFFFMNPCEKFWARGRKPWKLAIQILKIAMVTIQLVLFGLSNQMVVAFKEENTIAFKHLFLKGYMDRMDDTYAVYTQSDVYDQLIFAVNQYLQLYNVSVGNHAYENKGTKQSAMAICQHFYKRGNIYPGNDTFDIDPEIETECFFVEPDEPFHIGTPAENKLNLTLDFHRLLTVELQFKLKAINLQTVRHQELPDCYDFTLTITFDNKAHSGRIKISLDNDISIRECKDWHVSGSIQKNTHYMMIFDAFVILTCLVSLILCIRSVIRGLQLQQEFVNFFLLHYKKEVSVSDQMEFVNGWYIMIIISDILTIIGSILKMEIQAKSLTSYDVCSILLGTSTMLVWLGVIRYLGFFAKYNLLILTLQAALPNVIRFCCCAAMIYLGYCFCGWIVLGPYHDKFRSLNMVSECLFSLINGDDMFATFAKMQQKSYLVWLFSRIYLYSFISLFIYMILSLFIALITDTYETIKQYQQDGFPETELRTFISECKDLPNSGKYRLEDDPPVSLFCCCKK
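Test system: HEK293 cells stably carrying human TRPML3-YFP; Doses: single dose, 3 µM final nominal compound, 0.3% DMSO final; Schedule: dye loading 1 h 37 °C then 30 min ambient, 125 s read; Technique: Fluo-8 calcium fluorescence; Benchmarks: high control carbachol 87 µM, low control DMSO.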
NPY Y1 blocker: antagonists of human neuropeptide Y receptor Y1. P25929. HEK293-CNG Y1 cells, membrane potential fluorescence; NPY at EC95, then isoproterenol. inhibition, % at 3.6 µM. 1% of 200,000 active;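 active = inhibition above the campaign mean inhibition of all tested compounds plus 3 SD, cut at about 20% in these data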;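 note: 0% = DMSO wells given NPY plus isoproterenol and 100% = isoproterenol alone without NPY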
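Assay system: HEK293 cells with Y1 receptor plus CNG channel | Probe or stimulus: NPY (25 nM), isoproterenol (1 µM), Ro 20-1724 (25 µM) | Timing: Compound incubation 1 h at room temperature, readout 45 min post-stimulation | Measured by: Membrane-potential fluorescent dye readout | Benchmarks: High control isoproterenol alone, low control NPY with isoproterenol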
EP2 mod: modulators of human EP2 prostaglandin E2 receptor; P43116; EP2-expressing cells, cAMP HTRF FRET, PGE2 co-stimulation; induction, % at 25 µM; 0.83% of 260,000 active; AID 940;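 active = compounds whose cAMP rise, as percent of the full-agonist control response, exceeds 60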;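 note: rat C6 glioma line stably carrying human EP2 under a CMV promoter; the protocol text gives 20 µM as final concentration; 100% = response of wells given 1 µM PGE2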
Target sequence (P43116 whole entry, looked up): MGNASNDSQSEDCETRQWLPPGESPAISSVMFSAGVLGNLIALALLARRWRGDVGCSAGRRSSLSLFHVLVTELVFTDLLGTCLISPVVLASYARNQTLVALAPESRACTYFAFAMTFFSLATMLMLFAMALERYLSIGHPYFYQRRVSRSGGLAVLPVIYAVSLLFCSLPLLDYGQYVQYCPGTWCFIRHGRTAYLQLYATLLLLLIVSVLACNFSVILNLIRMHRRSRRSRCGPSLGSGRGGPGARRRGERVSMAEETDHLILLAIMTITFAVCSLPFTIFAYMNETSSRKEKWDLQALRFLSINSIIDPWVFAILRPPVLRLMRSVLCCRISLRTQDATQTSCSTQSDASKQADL
14-3-3 Bad PPI: disrupts binding of bovine 14-3-3 zeta to phospho-Bad peptide. P63103. TR-FRET 14-3-3zeta/Dy647-pBad peptide displacement, 1 h. inhibition, % at 21.7 µM. 0.71% of 220,000 active;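 active = inhibition above about 70%, limit read from the data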;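 note: 0% = full 14-3-3 plus peptide FRET controls and 100% = background without 14-3-3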
EP2 antag: EP2 receptor (human) inhibition. P43116. C6 glioma cells expressing human EP2, cAMP TR-FRET; cells stimulated with saturating PGE2. inhibition, % at 25 µM. 0.52% of 260,000 active;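 active = percent inhibition above 40 after rounding to a whole number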;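 note: rat C6 glioma host cells with rolipram phosphodiesterase inhibitor present; the protocol text gives 20 µM as final concentration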
CHOP inh: CHOP inhibition in unfolded protein response; CHO-K1 CHOP-promoter luciferase, tunicamycin-induced, 15-18 h; inhibition, % at 10 µM; 3.8% of 220,000 active;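 active = compounds that reduced the stress-induced luciferase reporter signal by more than about 70% of percent inhibition, limit read from the data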;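 note: 0% = tunicamycin plus vehicle and 100% = wells without tunicamycin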
An asterisk follows results filed as active; x = not tested or not shown; & = joins results of further samples; [ ] = dose if it differs, or a comment.

SMILES | PPC-1+TRAIL kill | NPY1 pot ag | TRPN1 ag | TRPML3 ag | NPY Y1 blocker | EP2 mod | 14-3-3 Bad PPI | EP2 antag | CHOP inh
Cc1cc(NC(=O)CSc2nc3ccccc3n2CCC#N)no1 | -2 | 14 | 0.2 | -0.1 | 0 | -21 | -1 | 21 | 15
CCOC(=O)N1CCc2[nH]c3ccc(C)cc3c2C1 | 9 | 4 | -0.9 | -0.9 | -3 | -17 | -4 | 10 | -4
Cc1ccc(C(=O)NNC(=O)Cc2cccs2)cc1 | -7 | 5 | 0.2 | 1.1 | 8 | 1 | -5 | 15 | -6
COc1ccc(Cl)cc1NC(=O)COC(=O)/C=C/c1c(C)nn(C2CCS(=O)(=O)C2)c1Cl (configuration not stated) | 21 | -1 | 9.2 | 2.9 | -2 | -25 | 2 | 6 | 15
C/C(=N/NC(=O)CNC(=O)c1ccccc1F)c1ccc2c(c1)CCCC2 | -14 | 1 | -0.2 | 0.3 | 6 | 0 | -4 | 6 | 26
Cc1ccc(N2CC(C(=O)N/N=C/c3cccc([N+](=O)[O-])c3)CC2=O)cc1 (configuration not stated) | 0 | -17 | -1.5 | 0.3 | 6 | -7 | -8 | 11 | 47
Cc1ccc(C(C)NC(=O)Cn2nc(C)c([N+](=O)[O-])c2C)cc1 (configuration not stated) | 12 | 2 | 0.8 | 0.8 | -4 | 17 | 5 | 9 | 5
CCN(CC)Cc1c(-c2ccccc2)[nH]c2ccc(C)cc2c1=O | -15 | -7 | -0.5 | 0.3 | -2 | -48 | -8 | 4 | 13
Cc1cc(C)nc(NC(=NCCc2c[nH]c3ccccc23)NC(=O)Nc2ccc(Cl)c(Cl)c2)n1 | 12 | -17 | 0.3 | 0.9 | 1 | 10 | -10 | 15 | 53
CCS(=O)(=O)Nc1ccc(C2=NN(S(C)(=O)=O)C(c3cccs3)C2)cc1 (configuration not stated) | 4 | -6 | 1.2 | 1.4 | 4 | 16 | -13 | 4 | 1
N#Cc1c(C(F)(F)F)cc(-c2ccccc2)nc1SCC(=O)Nc1sc2c(c1C#N)CCC2 | 34 | -7 | 2.6 | 1.9 | -6 | 31 | -5[fluorescence artefact?] | 25 | 74*
Nc1cc(=O)[nH]c(=O)n1Cc1ccco1 | 6 | 2 | 2.3 | 1.1 | 1 | 5 | 2[fluorescence artefact?] | 12 | -34
CN1C(=O)CC(N2CCN(C(c3ccccc3)c3ccccc3)CC2)C1=O (configuration not stated) | 0 | -2 | -0.8 | 0.1 | -4 | 16 | 0[fluorescence artefact?] | 14 | 2
CCOC(=O)N1CCN(Cc2nc3c(c(=O)n(C)c(=O)n3C)n2Cc2ccccc2C)CC1 | 8 | -23 | -0.1 | 0.2 | -5 | 23 | -8 | 8 | 0
O=C(CNC(=O)c1cccs1)NC1=NCCS1 | 8 | -14 | 1.0 | 1.1 | -1 | 3 | 1 | 1 | 27
Cc1cc(N2C(=O)C3C4C=CC(C4)C3C2=O)ccc1Br (configuration not stated) | 19 | 16 | -0.4 | -0.6 | 2 | 18 | 4[fluorescence artefact?] | 9 | 26
COCCNc1nc2nonc2nc1N1CCCC1c1nccs1 (configuration not stated) | 6 | 8 | 1.3 | 0.2 | 0 | 13 | 12 | 2 | 22
NS(=O)(=O)c1ccc(NCc2c(F)cccc2Cl)cc1 | 3 | 3 | -0.3 | 0.7 | 6 | 7 | 4 | 9 | 19
O=c1[nH]c(N2CCCCCC2)nc2ncn(Cc3ccccc3)c12 | -7 | 5 | 1.1 | 0.6 | x | 21 | 0 | -1 | 10
CC1CN(C2CCCCC2)c2nc3c(c(=O)n(C)c(=O)n3C)n2C1 (configuration not stated) | -13 | -10 | 0.0 | -0.6 | 3 | 7 | 6[fluorescence artefact?] | 14 | 32
COC(=O)CSc1ccc2nnc(CCNS(=O)(=O)c3ccccc3)n2n1 | 2 | 14 | 1.5 | 1.0 | 2 | 1 | -1 | 8 | 25
COn1c(-c2ccccc2)nc2ccc(Cl)cc21 | 0 | -20 | -1.3 | -1.1 | 7 | -53 | -12[fluorescence artefact?] | -1 | 38
Cc1ccn(C(=O)c2ccc(NC(=O)CC(C)C)cc2)n1 | 11 | -2 | -0.9 | 0.3 | -3 | -39 | -11 | 5 | -3
COc1cc(C(Nc2ccc(S(=O)(=O)N3CCC(C)CC3)cc2)C(=O)NCC2CCCO2)cc(OC)c1OC (configuration not stated) | -9 | -20 | -0.4 | -0.1 | -2 | 0 | -4 | 9 | 6
N#C/C(=C/c1ccc(-c2ccc(Br)cc2)o1)C(=O)NC1CCCCC1 | -18 | -15 | -0.2 | 0.3 | -2 | -32 | -14 | 6 | 58
Cc1cccn2c(=O)c(C=O)c(NCc3ccccc3)nc12 | -10 | -15 | 0.8 | 0.8 | x | 43 | -6 | 22 | 25
O=C(CSc1nc2ccccc2o1)Nc1ccc(N2CCOCC2)c(Cl)c1 | 26 | 9 | 8.6 | 3.3 | 15 | -36 | -8[fluorescence artefact?] | 9 | 2
COC(=O)CC1(c2cccc3ccccc23)C(=O)c2ccccc2C1=O | -13 | -10 | -0.4 | 0.0 | -1 | 54 | -20 | 5 | 11
CCNC(=S)NNC(=O)CSc1nc2ccccc2n1C | -12 | 15 | -0.2 | 0.7 | x | 17 | -7 | 9 | -4
O=C(CSc1nnc(Cc2cccs2)n1-c1ccccc1)NCc1ccc2c(c1)OCO2 | -4 | 11 | -0.6 | -0.8 | 0 | 32 | -8 | 14 | 7

3 of the compounds above, with two lines to a compound.
The line under a structure holds: PPC-1+TRAIL kill	NPY1 pot ag	TRPN1 ag	TRPML3 ag	NPY Y1 blocker	EP2 mod	14-3-3 Bad PPI	EP2 antag	CHOP inh
> Cc1ccc(N2CC(C(=O)N/N=C/c3cccc([N+](=O)[O-])c3)CC2=O)cc1 (configuration not stated)
 : 0	-17	-1.5	0.3	6	-7	-8	11	47
> N#C/C(=C/c1ccc(-c2ccc(Br)cc2)o1)C(=O)NC1CCCCC1
 : -18	-15	-0.2	0.3	-2	-32	-14	6	58
> COc1ccc(Cl)cc1NC(=O)COC(=O)/C=C/c1c(C)nn(C2CCS(=O)(=O)C2)c1Cl (configuration not stated)
 : 21	-1	9.2	2.9	-2	-25	2	6	15

The listing continues.
SMILES | PPC-1+TRAIL kill | NPY1 pot ag | TRPN1 ag | TRPML3 ag | NPY Y1 blocker | EP2 mod | 14-3-3 Bad PPI | EP2 antag | CHOP inh
CCOc1ccc2oc(C(=O)OCC(=O)NC3CC3)c(C)c2c1 | -4 | 1 | 1.1 | 1.2 | 2 | -4 | -12 | 7 | 20
COc1cc2c(cc1O)[C@H](Cc1ccc(Oc3cc(C[C@@H]4NCCc5cc(OC)c(O)cc54)ccc3O)cc1)NCC2 | 23 | -9 | 0.8 | 0.5 | -1 | -46 | 61 | 21 | -3
CCOC(=O)c1cc2c(=O)n3ccccc3nc2n(CCOC)c1=NC(=O)c1ccncc1 | -10 | -3 | 0.7 | -0.3 | 1 | -6 | 10 | 9 | 17
COc1ccc(C2(C(=O)Nc3cc(C)on3)CCOCC2)cc1 | 20 | -28 | -0.5 | -0.2 | -3 | 7 | 9 | 7 | 30
CC(=O)c1c(C)n(C)c2ccc(OC(=O)c3ccc([N+](=O)[O-])cc3)cc12 | 6 | 10 | 0.3 | 0.3 | -2 | 7 | -2 | 3 | 1
N#Cc1ccc(OCc2nnc(SCC(=O)N3CCCc4ccccc43)n2-c2ccccc2)cc1 | -19 | 20 | 5.4 | 1.3 | -4 | -7 | -3 | 16 | 45
O=C(Nc1ccc(S(=O)(=O)NCc2ccco2)cc1)c1ccc2ccccc2n1 | 6 | -18 | -0.3 | -0.5 | 4 | -48 | -2 | x | 29
CC1(C)Cc2c(sc3c4nnnn4c4nnnn4c23)CO1 | 6 | -7 | 0.5 | -0.2 | 1 | 57 | 19[fluorescence artefact?] | 2 | -8
COCC(C)n1c(C)cc(C(=O)COC(=O)C2=NN(c3ccccc3)C(=O)CC2)c1C (configuration not stated) | -5 | 5 | 0.5 | 0.8 | 0 | 12 | 13 | 0 | 20
Cc1cc(C)cc(-n2c(N)c(C(=O)Nc3c(C)n(C)n(-c4ccccc4)c3=O)c3nc4ccccc4nc32)c1 | 11 | -9 | 0.4 | 0.2 | 4 | 8 | 59 | 10 | 105*
COc1cc(-c2nc(S(=O)(=O)c3ccc(C)cc3)c(N3CCOCC3)o2)cc(OC)c1OC | -16 | -1 | 0.9 | 1.0 | 7 | 17 | -9[fluorescence artefact?] | x | 5
CCC(C)n1c(=S)[nH]c2c(sc3ccc([N+](=O)[O-])cc32)c1=O (configuration not stated) | 4 | -13 | 2.9 | 0.5 | 0 | -2 | -7[fluorescence artefact?] | 2 | -6
Cc1ccc(NC(=O)Cc2n[nH]c(=S)n2C)cc1 | 0 | 8 | 0.6 | -0.9 | -3 | 25 | -5 | 11 | 10
O=C(Nc1cc(C(F)(F)F)ccc1N1CCCCC1)c1ccco1 | 10 | -2 | -1.1 | -0.4 | 4 | 23 | 7 | 10 | -12
O=C(O)CSc1ncnc2c1sc1nc(-c3ccccc3)c3c(c12)CCC3 | 1 | 3 | 0.4 | 0.1 | x | 70* | 2 | 7 | -5
Cc1ccccc1NC(=S)N1CCOCC1 | 20 | -1 | 0.7 | 1.4 | 4 | -5 | -25 | 2 | -41
CCOC(=O)CNC(=O)CSc1nnc(COc2ccc(Cl)cc2)n1CC | 2 | -9 | -1.0 | -0.6 | 0 | -10 | 0[fluorescence artefact?] | 7 | 5
COc1cccc(C(Nc2ccccn2)c2oc(CO)cc(=O)c2O)c1 (configuration not stated) | x | 5 | -0.8 | -0.3 | 0 | 10 | -12 | 5 | -5
CC1(C)NC(=O)N(CC(O)COc2ccccc2-c2ccccc2)C1=O (configuration not stated) | 8 | 8 | 1.8 | 0.2 | 0 | 22&-51 | -13[fluorescence artefact?] | 11&8 | 9
COc1cc(C2C=C(C34CC5CC(CC(C5)C3)C4)NC(=S)N2)cc(OC)c1OC (configuration not stated) | -26 | -16 | -0.9 | 0.3 | -1 | -9 | -2 | 13 | 40
CSc1cccc(CN2CCCC(CNC(=O)c3ccc(F)cc3)C2)c1 (configuration not stated) | 12 | 7 | -0.7 | 0.2 | -1 | -11 | -13 | 4 | 16
O=C(COC(=O)C1CCCN1C(=O)C12CC3CC(CC(C3)C1)C2)c1ccc(Br)cc1 (configuration not stated) | 3 | 8 | 1.1 | 0.8 | -2 | 31 | 6 | 4 | 67
O=C(N/N=C/c1ccc(OCC2COCCO2)cc1)c1ccc(Br)cc1 (configuration not stated) | 12 | 17 | 1.5 | 1.0 | 3 | -28 | -18 | 6 | 34
CC(C)(C)C(=O)Nc1nc2c(c(=O)[nH]1)CCCC2 | 7 | 4 | 0.6 | 0.6 | 1 | -5 | 12 | 1 | -9

An excerpt. The share of hits here may be higher or lower than overall.
